# High-throughput results deposited in PubChem by The Scripps Research Institute Molecular Screening Center.
# ADAM10 inh = human ADAM10 inhibitors, primary screen, biochemical, QFRET, HTS | Disintegrin and metalloproteinase domain-containing protein 10 (Homo sapiens), O14672 | recombinant ADAM10, EDANS/DABCYL FRET peptide cleavage, 3 h | inhibition, % at 7 µM | 0.62% of 370,000 active | AID 720582, 2013;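 active means inhibition above a per-campaign cutoff equal to the mean of compounds falling between control-based bounds plus 3 SD, cut at about 20% in these data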;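 further: 0% = DMSO wells while the 100% control is not disclosed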
# ARFGAP1 inhibitor = inhibitors of rat ARFGAP1 GAP activity, primary screen, biochemical, fluorescence polarization, GDP tracer | AID 651572, 2012 | Arfgap1-stimulated ARF1 GTP hydrolysis, GDP FP detection | 0.26% of 360,000 active | inhibition, % at 16.5 µM;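 active means inhibition above a per-plate limit, mean inhibition of low control wells plus 3 SD, cut at about 25% in these data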;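 further: 0% = DMSO wells with enzyme and 100% = wells lacking Arfgap1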
#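 Assay system: Rat Arfgap1 GAP domain (His6, aa 1-136), purified enzyme | Buffer or medium: HEPES 25 mM pH 7.5, NaCl 150 mM, MgCl2, DTT | Schedule: GTP hydrolysis reaction 2 h at 25 °C | Signal: FP of antibody-bound GDP Alexa 633 tracer, ex 620/em 688 nm | Measure: Percent inhibition of Arfgap1-stimulated GTP hydrolysis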
# LEDGF integ inh = blockers of LEDGF/p75-dependent integrase strand transfer – biochemical, TR-FRET, high throughput, primary screen; TR-FRET IN-LEDGF/p75 DNA integration, Eu/Cy5; inhibition, % at 3.7 µM; 0.64% of 370,000 active;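 active means inhibition above the screen-wide mean plus 3 SD, cut at about 13% in these data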;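 further: signal is the Cy5 over europium emission ratio at 671 and 618 nm; 0% = plate median of compound wells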
# Tn7 DDE FP = inhibitors of Tn7 peptide binding to fibrin DD(E), primary screen, biochemical, fluorescence polarization, human fibrin, Tn7 probe; FP displacement of FITC-Tn7 peptide from fibrin DD(E); 0% = median of compound wells per plate; inhibition, % at 8.3 µM; 0.13% of 370,000 active;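 active means inhibition above the mean of compounds falling within the control limits plus 3 SD of them, cut at about 14% in these data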;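 further: 0% = plate median of compound wells and 100% = 10 µM Aha-Tn7 peptide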
#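 System: human fibrin DD(E); quantity: Fibrin-DD(E) at 2 µM final; also added: fluorescent Tn7 probe at 0.1 µM; compound dosing: single nominal test concentration of 8.3 µM per compound; schedule: 10 min preincubation, 3 h with tracer, room temperature; detection: fluorescence polarization of the labelled Tn7 tracer; repeats: one replicate per compound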
# PLCg1 inh = PLC-gamma1 enzyme inhibitors, primary screen, biochemical, fluorescence, purified enzyme; 1-phosphatidylinositol 4,5-bisphosphate phosphodiesterase gamma-1 (Homo sapiens), P19174; fluorogenic substrate; inhibition, % at 12.2 µM; 0.84% of 370,000 active; in the data active means inhibition above about 9.5%
# ADAM17 inh = ADAM17 inhibitors, primary screen, biochemical, QFRET; recombinant ADAM17, EDANS/DABCYL FRET peptide cleavage; inhibition, % at 6.95 µM; 0.83% of 370,000 active; AID 720648, 2013;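 active means inhibition above the mean of compounds lying between control limits plus 3 SD, set per campaign, cut at about 8.5% in these data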;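 further: 0% = DMSO-only wells as the low control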
# Target sequence (P78536 215-824 limits assumed): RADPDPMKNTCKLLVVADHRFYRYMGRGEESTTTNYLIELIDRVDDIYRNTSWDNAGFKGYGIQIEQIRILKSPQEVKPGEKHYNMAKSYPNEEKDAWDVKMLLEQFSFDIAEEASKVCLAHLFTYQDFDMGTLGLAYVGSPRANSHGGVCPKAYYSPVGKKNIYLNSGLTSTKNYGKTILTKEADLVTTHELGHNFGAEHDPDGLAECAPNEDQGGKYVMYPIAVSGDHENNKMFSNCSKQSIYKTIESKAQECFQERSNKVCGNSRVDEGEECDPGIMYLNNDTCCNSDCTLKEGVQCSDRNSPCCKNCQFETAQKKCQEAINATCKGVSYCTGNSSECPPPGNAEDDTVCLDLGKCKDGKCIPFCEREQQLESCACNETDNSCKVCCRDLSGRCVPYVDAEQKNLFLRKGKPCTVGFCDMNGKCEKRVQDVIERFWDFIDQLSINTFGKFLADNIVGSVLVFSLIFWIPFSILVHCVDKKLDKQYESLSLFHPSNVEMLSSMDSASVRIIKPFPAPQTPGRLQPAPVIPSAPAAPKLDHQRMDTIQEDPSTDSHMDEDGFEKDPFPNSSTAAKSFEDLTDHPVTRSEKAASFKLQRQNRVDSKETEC
# proKLK7 act = proKLK7 zymogen activators, primary screen, biochemical, fluorescence intensity. 0.9% of 370,000 active. activation, % at 7 µM. purified proKLK7, EDANS-DABCYL substrate fluorescence; 100% is mature enzyme control, 0% vehicle. AID 652039, 2013;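 active means activation above the mean of all tested compounds plus 3 SD, computed per campaign excluding outliers beyond control limits, cut at about 13% in these data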
# ASAP1 GAP inh = inhibitors of human ASAP1 ArfGAP activity, primary screen, biochemical, fluorescence polarization; Arf-GAP with SH3 domain, ANK repeat and PH domain-containing protein 1 (Homo sapiens), …; ASAP1-stimulated ARF1 GTP hydrolysis, GDP FP detection; inhibition, % at 16.5 µM; 0.19% of 360,000 active; AID 624377, 2012; in the data active means inhibition above about 25%;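 further: 0% = vehicle with enzyme and substrate and 100% = no enzyme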
# Target sequence (Q9ULH1 325-724 limits assumed): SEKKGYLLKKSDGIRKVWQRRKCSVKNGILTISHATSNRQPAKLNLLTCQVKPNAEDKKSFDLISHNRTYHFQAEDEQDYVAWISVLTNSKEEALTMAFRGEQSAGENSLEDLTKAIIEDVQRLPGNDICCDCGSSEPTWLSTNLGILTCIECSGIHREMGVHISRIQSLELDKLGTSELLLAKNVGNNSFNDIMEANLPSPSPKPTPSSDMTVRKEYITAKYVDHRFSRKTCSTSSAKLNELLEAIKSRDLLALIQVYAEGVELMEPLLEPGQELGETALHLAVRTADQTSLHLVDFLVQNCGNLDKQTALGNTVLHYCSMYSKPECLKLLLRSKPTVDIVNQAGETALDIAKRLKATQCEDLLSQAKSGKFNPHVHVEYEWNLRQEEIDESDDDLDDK
# TDP2 inh = human TDP2 enzyme inhibitors, primary screen, biochemical, epi absorbance, recombinant enzyme; Tyrosyl-DNA phosphodiesterase 2 (Homo sapiens), O95551; T5PNP hydrolysis, p-nitrophenol absorbance 415 nm; inhibition, % at 12.8 µM; 0.34% of 370,000 active; AID 720702, 2013;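 active means inhibition above the mean of all tested compounds plus 3 SD, set per campaign, cut at about 25% in these data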;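 further: 0% = DMSO with enzyme and 100% = buffer with substrate but no TDP2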
#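 Assay system: Recombinant human TDP2 | Quantity: 120 nM TDP2 per well | Incubation: 2 h at 37 °C | Signal: Epi absorbance | Evaluation: Percent inhibition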
# DDE Tn6 FP inh = inhibitors of Tn6 peptide binding to fibrin DD(E), primary screen, biochemical, fluorescence polarization, human fibrin, Tn6 probe. Fibrinogen beta chain (Homo sapiens), P02675. Fibrin DD(E) TRITC-Tn6 fluorescence polarization displacement. inhibition, % at 8.3 µM. 0.21% of 370,000 active;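 active means inhibition above a per-campaign cutoff: mean of compounds within control limits plus 3 SD, cut at about 15% in these data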;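 further: 0% = median of all compound wells on the plate and 100% = blocking peptide control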
# * marks the source's active call; other numbers are inactive results; / = no result given.
ADAM10 inh | ARFGAP1 inhibitor | LEDGF integ inh | Tn7 DDE FP | PLCg1 inh | ADAM17 inh | proKLK7 act | ASAP1 GAP inh | TDP2 inh | DDE Tn6 FP inh | SMILES
-2 | 18 | -8 | -4 | 9 | -6 | -0.5 | -11 | -8 | -12 | O=C(NCc1cccnc1)Nc1cc(Cl)cc(Cl)c1
-1 | 0 | -2 | 2 | -1 | -1 | -0.6 | 3 | 15 | 10 | CS(=O)(=O)N(CC(=O)N1CCOCC1)c1cccc(F)c1
5 | 10 | -3 | -3 | -3 | -5 | -0.1 | 10 | 6 | -1 | Nc1cc[n+](CC(=O)c2ccccc2)cc1
-5 | 8 | 3 | 2 | 0 | -5 | -0.2 | 14 | -1 | 1 | CCOc1cc(C2NC(=O)NC(O)(C(F)(F)F)C2C(=O)c2ccc(OC)cc2)ccc1O (stereo unspecified)
-4 | 5 | -3 | 1 | -2 | -1 | -0.2 | 3 | -4 | 4 | COc1ccc(CNC(=O)CN(C)Cc2ccc(SC)cc2)cc1
-11 | -4 | 0 | 6 | 1 | -4 | 0.3 | -14 | -7 | 7 | COC(=O)c1ccccc1NC(=S)N(C)C
1 | 3 | 1 | -1 | 1 | 1 | 0.1 | 13 | 7 | 10 | CC1CCN(C(=S)c2ccc(N(C)C)cc2)CC1
-8 | 10 | 0 | -2 | -4 | -5 | 0.2 | -8 | 2 | 3 | COc1ccc(C(C)=O)cc1CON=C1CSCc2ccccc21
-3 | -10 | 1 | 4 | -4 | -2 | 0.1 | 1 | 7 | 5 | Cc1ccc(C)c(OCCCC(C)(C)C(=O)O)c1
5 | 2 | 5 | -2 | 1 | 2 | -0.5 | -1 | 0 | 4 | Cc1sc(C(C2C(=O)CC(C)(C)CC2=O)C2C(=O)CC(C)(C)CC2=O)cc1[N+](=O)[O-]
-1 | 7 | 2 | 2 | -4 | -2 | 0.0 | 0 | -1 | 9 | Cc1cc(C)cc(Oc2ccc(-c3nnc(-c4ccccc4)o3)cc2[N+](=O)[O-])c1
1 | 13 | -3 | 1 | 5 | 1 | 0.3 | -1 | -1 | -3 | O=C(NCCNc1ccc([N+](=O)[O-])cc1C(F)(F)F)c1ccccc1F
2 | -13 | -1 | 4 | -5 | -1 | -0.1 | -2 | 5 | 1 | CSc1nnc2c3ccccc3n(CCc3ccccc3)c2n1
7 | 14 | 3 | 5 | 6 | 6 | 0.3 | -5 | -9 | 7 | COc1ccc(Cl)cc1NC(=O)CN(C)CC(=O)Nc1cccc(S(=O)(=O)N2CCCC2)c1
0 | -8 | 3 | -2 | 5 | 3 | 1.4 | 15 | 0 | -12 | CCCc1nc2ccccc2c(C(=O)N(CC)CC(=O)NCc2cccs2)c1CC
-2 | 7 | -3 | -3 | -1 | -5 | -0.5 | 6 | -6 | -6 | O=C(CSc1nnnn1-c1ccc(Cl)c(C(=O)O)c1)NC(c1ccccc1)c1ccccc1
-6 | -6 | -1 | 2 | -4 | -2 | 0.1 | -4 | -9 | 3 | CCOc1ccc(N(CC(=O)NCC2CCCO2)S(=O)(=O)c2ccc(OC)c(OC)c2)cc1 (stereo unspecified)
-5 | 4 | 2 | -4 | 6 | 0 | -0.7 | -9 | -10 | 8 | S=C(c1ccc(Br)cc1)N1CCCC1
-497 | -8 | 2 | -5 | -123 | -207 | -3.4 | 0 | -2 | 3 | COc1ccc(-c2oc3ncnc(NCCCO)c3c2-c2ccc(OC)cc2)cc1
-1 | 7 | 1 | 3 | -8 | 3 | -81 | 10 | -6 | 3 | CCc1nc2ccc(C(=O)NCc3ccc(OC)cc3)cn2c1N(C)CCC(C)C
-6 | 9 | 6 | -4 | -38 | 5 | 1.0 | -2 | -9 | -6 | CCCNC(=O)Cn1c(=O)/c(=C/c2ccc(-c3ccc([N+](=O)[O-])cc3)o2)s/c1=C\C(=O)C(C)(C)C
-3 | 0 | -1 | 7 | 0 | 0 | -0.3 | -3 | 2 | 1 | COc1cccc(NC(=O)N2CCCC2C(=O)Nc2cc(C)ccc2OC)c1 (stereo unspecified)
3 | 21 | 1 | -5 | -11 | -1 | -1.0 | -6 | -2 | 0 | COC(=O)c1nn(-c2ccc(OC)cc2)c(=O)cc1Oc1cccc(Cl)c1
-13 | -6 | -5 | 1 | 3 | -3 | -0.6 | -14 | 2 | 7 | Cc1ccc(C(=O)NC2CC2)cc1S(=O)(=O)N1CCOCC1
-1 | -2 | 1 | -5 | -2 | 1 | -0.4 | 8 | 7 | -6 | CC(Oc1ccccc1)C(=O)Nc1nnc(S(=O)(=O)Nc2ccccc2)s1 (stereo unspecified)
5 | 10 | -6 | 1 | 4 | 2 | -0.1 | -14 | -4 | 3 | CCN(C(=O)CSc1nnc(-c2ccncc2)n1C)C1CCS(=O)(=O)C1 (stereo unspecified)
-1 | -10 | -1 | 3 | 4 | 4 | 0.4 | -6 | -12 | 3 | O=C(N/N=C/c1cccnc1)c1ccc([N+](=O)[O-])cc1Cl
1 | -3 | 1 | 4 | -1 | -2 | 0.0 | 6 | 13 | -2 | c1ccc(-c2nnc(SCCC3OCCCO3)o2)cc1
6 | -2 | 1 | -4 | 0 | 1 | 0.9 | -15 | -6 | 3 | CC(C)(C)NC(=O)C(c1cccs1)N(CC1CCCO1)C(=O)Cn1nnc(-c2cccs2)n1 (stereo unspecified)
-26 | / | -1 | 7 | -5 | -9 | -7.2 | / | 7 | -2 | CC(C)CNc1cccc2c1S(=O)(=O)N(Cc1cn(Cc3ccccc3C(F)(F)F)nn1)Cc1ccccc1O2

# Reprinted from the results shown for reference:
ADAM10 inh | ARFGAP1 inhibitor | LEDGF integ inh | Tn7 DDE FP | PLCg1 inh | ADAM17 inh | proKLK7 act | ASAP1 GAP inh | TDP2 inh | DDE Tn6 FP inh | SMILES
-2 | 18 | -8 | -4 | 9 | -6 | -0.5 | -11 | -8 | -12 | O=C(NCc1cccnc1)Nc1cc(Cl)cc(Cl)c1
-1 | 0 | -2 | 2 | -1 | -1 | -0.6 | 3 | 15 | 10 | CS(=O)(=O)N(CC(=O)N1CCOCC1)c1cccc(F)c1

# Continuation.
ADAM10 inh | ARFGAP1 inhibitor | LEDGF integ inh | Tn7 DDE FP | PLCg1 inh | ADAM17 inh | proKLK7 act | ASAP1 GAP inh | TDP2 inh | DDE Tn6 FP inh | SMILES
0 | 3 | 3 | -5 | 4 | 2 | -0.5 | 7 | 8 | 3 | Cc1ccc(NCC(=O)N=Nc2c(O)n(C)c3ccccc23)cc1
0 | 9 | 2 | 1 | -4 | -2 | 0.4 | 3 | -4 | -2 | CCN(CC)C(=O)CSc1nc2ccc(NC(=O)CSc3nccn3C)cc2s1
2 | 2 | 0 | 4 | 1 | -2 | -0.4 | -1 | 4 | -5 | CCCCn1nnnc1C1(C)CCC(=O)N1CC1CCCCC1 (stereo unspecified)
4 | -3 | 5 | -2 | 0 | 2 | 0.6 | -3 | 4 | -14 | CC(C)OC(=O)CC1C(=O)NCCN1C(=O)COc1ccc(C(C)(C)C)cc1 (stereo unspecified)
5 | 21 | 0 | -3 | 0 | 5 | -0.2 | -3 | -16 | 1 | OCCOCCn1c(C2CCCN2c2nc(-c3ccc(F)cc3)cs2)nc2cc(Cl)c(Cl)cc21 (stereo unspecified)
-6 | 0 | -1 | 3 | 0 | -5 | -0.5 | 7 | -1 | -2 | CCCCCC(=O)Nc1cccc(C2=NOC3(C2)C[C@H](C(N)=O)N(C(=O)c2ccccc2)C3)c1 (stereo partly specified)
2 | 2 | 1 | -4 | -3 | -2 | 0.7 | -5 | 7 | 5 | COc1ccc(C(=O)N2CCOC2CNC(=O)C(=O)NCc2ccc(Cl)cc2)cc1 (stereo unspecified)
1 | -2 | 4 | -1 | 6 | 3 | 0.2 | 9 | 3 | -6 | Clc1ccc(OCc2nc(-c3ccncc3)no2)c(Cl)c1
0 | -2 | 1 | -10 | -1 | -3 | 0.3 | 19 | 10 | -5 | O=C(Cc1cccc([N+](=O)[O-])c1)Nc1cccc(C(=O)N2CCOCC2)c1
-1 | 12 | 5 | -6 | 4 | 6 | -0.2 | 12 | -4 | 3 | O=C(NNC(=S)Nc1ccccc1)c1cccnc1
4 | -2 | -2 | 0 | -2 | -1 | -1.2 | 8 | -17 | -19 | CCc1ccc2[nH]c3nc(N/N=C/c4ccc(O)cc4O)nnc3c2c1
-6 | 5 | 8 | -2 | 5 | -2 | 0.1 | 0 | -2 | -6 | C/C(=N\NC(=O)c1ccc2c(c1)OCO2)c1ccc(C(=O)O)s1
9 | -1 | -3 | -6 | 2 | 5 | 0.0 | -11 | -12 | 2 | CCN1C(=O)[C@@H]2[C@@H](c3ccc(-c4ccc(Cl)c(Cl)c4)cc3)N3CCC[C@@]3(C(=O)OC)[C@@H]2C1=O
-3 | -2 | 1 | 2 | 0 | -5 | 0.2 | -10 | 0 | 4 | O=C(CN1C(=O)S/C(=C\c2ccc(F)cc2)C1=O)NC1C=CS(=O)(=O)C1 (stereo unspecified)
-3 | / | 0 | 1 | -2 | -3 | 0.1 | / | 0 | 1 | Cn1cccc1C(=O)N1CCN(S(=O)(=O)c2ccccc2F)CC1
-395 | 9 | -2 | 0 | -438 | -108 | -35 | 10 | -10 | -9 | COc1ccc(CCNc2cc(C)nc3c(-c4ccc(Cl)cc4)c(C)nn23)cc1OC
9 | 0 | 0 | 4 | -3 | 5 | 4.2 | 3 | -1 | -12 | N#CC1=C(N)N2C(=C(C#N)C13CCCCC3)SC1CCCCC12O (stereo unspecified)

# Only ARFGAP1 inhibitor (5 entries from above):
canonical_smiles	ARFGAP1 inhibitor
Cc1ccc(NCC(=O)N=Nc2c(O)n(C)c3ccccc23)cc1	3
Clc1ccc(OCc2nc(-c3ccncc3)no2)c(Cl)c1	-2
CCc1ccc2[nH]c3nc(N/N=C/c4ccc(O)cc4O)nnc3c2c1	-2
O=C(CN1C(=O)S/C(=C\c2ccc(F)cc2)C1=O)NC1C=CS(=O)(=O)C1 (stereo unspecified)	-2
CCCCn1nnnc1C1(C)CCC(=O)N1CC1CCCCC1 (stereo unspecified)	2
